aSyn rescue: qHTS of alpha-syn Inhibitors | Potency, µM (titrated, usually from 46.1 µM), for inactives: at the top dose growth rescue (activation), usual class: activators | 370,000 compounds, 0.14% hits | Yeast expressing alpha-synuclein, growth rescue, BacTiter-Glo, 24 h; further: % of control where 0% means no effect; nearly all actives have a fitted effect of over 65% in size
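Screening used galactose-induced yeast with toxic alpha-synuclein levels, exposed to compound for 24 hr at 30 deg C. Cell growth, read with BacTiter-Glo luminescence, gave the measured signal.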
EPAC1 agonist: qHTS for Agonist of cAMP-regulated guanine nucleotide exchange factor 3 (EPAC1): primary screen; EPAC1 agonist qHTS, biochemical assay; response scale: 100% = response to 6.5 mM cAMP; Potency, µM (titrated, usually from 154 µM), for the others: at the top dose activation, most hits filed as activators; 360,000 compounds, 0.073% hits; further: nearly all actives have a fitted effect of over 60% in size
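EPAC1 100 nM, Rap1B–BODIPY-GDP 250 nM, unlabeled GDP 50 uM; compound titration; 5 min RT; kinetic read ex480/em540 at 5-min intervals ×30 min; data normalized to 6.5 mM cAMP agonist control.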
EPAC1 antag: qHTS for Antagonist of cAMP-regulated guanine nucleotide exchange factor 3 (EPAC1): primary screen; AID 720709, 2013; Rap guanine nucleotide exchange factor 3 (Homo sapiens), O95398; 360,000 compounds, 0.14% hits; Potency, µM (doses to about 115 µM), without a hit: top-dose activity change, negative = inhibition, usual class: inhibitors; EPAC1 GEF assay, Rap1b-BODIPY-GDP exchange fluorescence;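 further: plate controls were vehicle for no effect and positive control for full effect; nearly all actives have a fitted effect of over 50% in size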
FUS yeast rescue: qHTS for Suppressors of FUS Proteinopathy: Primary screen using FUS-linked yeast assay. AID 1347120, 2019. Potency, µM (doses to about 76.6 µM), for inactives: top-dose growth rescue (activation), usual class: activators. 390,000 compounds, 0.24% hits. S. cerevisiae FUS-expressing, growth rescue, OD600, 24 h;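 further: plate controls were DMSO vehicle for no effect and reference control for full effect; nearly all actives have a fitted effect of over 55% in size; some results filed as inactive show a strong effect at the top dose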
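S. cerevisiae expressing FUS from galactose induction served as the toxicity model. Growth after 24hr at 30C, read as absorbance at 600 nm, indicates suppression of toxicity; compounds dosed at several concentrations.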
TDP43 rescue: qHTS of TDP-43 Inhibitors; AID 652104, 2013; Potency, µM (titrated, usually from 46.1 µM), for the others: at the highest dose growth rescue (activation), usual class: activators; 410,000 compounds, 1.8% hits; TDP-43 expressing yeast growth rescue, BacTiter-Glo, 24 h; further: % of control where 0% means no effect; nearly all actives have a fitted effect of over 50% in size
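Luminescence from BacTiter-Glo reports growth of TDP-43-expressing yeast after 24 hr at 30 deg C with compound. Cells were raffinose-pregrown to mid-log, then seeded in galactose medium at OD600=0.02.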
EPAC2 antagonist: qHTS for Antagonist of cAMP-regulated guanine nucleotide exchange factor 2 (EPAC2): primary screen | Rap guanine nucleotide exchange factor 4 (Homo sapiens), Q8WZA2 | EPAC2 GEF exchange of Rap1B-BODIPY-GDP, fluorescence | Potency, µM (series often up to 114 µM), inactives show at the highest dose activity, negative = inhibition, most hits filed as inhibitors | 360,000 compounds, 0.18% hits; further: on the % scale 0 is the no-effect control and ±100 the full control effect; nearly all actives have a fitted effect of over 45% in size; many of its hits are not listed in these tables
Target sequence (Q8WZA2 whole entry, looked up): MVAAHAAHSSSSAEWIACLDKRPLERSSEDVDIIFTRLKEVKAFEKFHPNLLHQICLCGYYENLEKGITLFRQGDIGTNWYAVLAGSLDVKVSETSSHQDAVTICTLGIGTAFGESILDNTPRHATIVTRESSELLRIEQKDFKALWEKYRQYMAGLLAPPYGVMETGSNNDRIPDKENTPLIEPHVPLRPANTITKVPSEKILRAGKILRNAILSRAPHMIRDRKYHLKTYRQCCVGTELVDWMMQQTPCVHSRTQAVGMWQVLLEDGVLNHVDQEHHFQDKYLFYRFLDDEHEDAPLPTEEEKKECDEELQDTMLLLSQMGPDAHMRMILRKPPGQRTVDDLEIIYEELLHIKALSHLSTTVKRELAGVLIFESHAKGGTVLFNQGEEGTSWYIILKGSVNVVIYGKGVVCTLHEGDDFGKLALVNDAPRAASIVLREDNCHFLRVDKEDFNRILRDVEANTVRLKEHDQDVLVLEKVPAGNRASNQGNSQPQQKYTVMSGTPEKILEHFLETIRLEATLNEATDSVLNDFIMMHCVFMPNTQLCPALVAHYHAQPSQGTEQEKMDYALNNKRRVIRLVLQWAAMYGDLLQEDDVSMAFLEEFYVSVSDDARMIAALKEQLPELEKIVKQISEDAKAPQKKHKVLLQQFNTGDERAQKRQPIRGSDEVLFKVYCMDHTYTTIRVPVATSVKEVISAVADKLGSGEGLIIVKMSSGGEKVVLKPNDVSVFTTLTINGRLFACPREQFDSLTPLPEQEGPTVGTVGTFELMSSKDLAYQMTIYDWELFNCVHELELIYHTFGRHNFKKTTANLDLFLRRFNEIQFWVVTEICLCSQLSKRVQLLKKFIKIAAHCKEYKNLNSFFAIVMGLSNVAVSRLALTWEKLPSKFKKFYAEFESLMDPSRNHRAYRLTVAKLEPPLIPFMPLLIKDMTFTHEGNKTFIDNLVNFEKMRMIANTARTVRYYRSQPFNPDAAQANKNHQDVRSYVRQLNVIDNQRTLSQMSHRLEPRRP
EPAC2 agonist: qHTS for Agonist of cAMP-regulated guanine nucleotide exchange factor 4 (EPAC2): primary screen; 360,000 compounds, 0.079% hits; Rap guanine nucleotide exchange factor 4 (Homo sapiens), Q8WZA2; EPAC2 activation, biochemical qHTS; response scale: 100% = 6.5 mM cAMP response; AID 720711, 2013; Potency, µM (top dose mostly 154 µM), without a hit: at the top dose activation, most hits filed as activators; further: nearly all actives have a fitted effect of over 50% in size
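Each well held 100 nM EPAC2, 250 nM RAP1B-BODIPY-GDP and 50 uM GDP. Fluorescence, read at 5-min intervals to 30 min, was referenced to a 6.5 mM cAMP positive control.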
PTHR1 ag: qHTS for PTHR1 Agonists: Primary Screen | Parathyroid hormone/parathyroid hormone-related peptide receptor (Homo sapiens), Q03431 | HEK293 GP2 PTHR1 cells, GloSensor cAMP luminescence, 1 h | Potency, µM (titrated, usually from 115 µM), for inactives: at the top dose activation, most hits filed as activators | 410,000 compounds, 0.075% hits | AID 743266, 2014; further: nearly all actives have a fitted effect of over 55% in size; some results filed as inactive show a strong effect at the top dose; inactives centre near -15; many of its hits are not listed in these tables
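HEK-293-derived GP2 cells expressing PTHR1 and a GloSensor cAMP reporter, 3,000/well, plated overnight, given luciferin plus IBMX (each 0.5 mM as added) for 1 h at 37 °C, then compound for 1 h at 37 °C. Luminescence was read after 15 min at room temperature.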
* hit, by the source's call; i = inactive; ? = inconclusive; nt = no result given; & = joins results of further samples; [ ] = dose if it differs, or a comment. The call rests on the fitted dose curve; in most records, active means well fitted curve in the direction sought with a large enough effect; inconclusive means small, poorly fitted or top-dose-only effect, or another doubt; inactive means no such curve, though single readings can be large; an effect the other way counts as inactive or inconclusive. Potency means the concentration at half of the fitted maximal effect.

(1) Cc1cccc(C(=O)NCC(=O)N2CC=C(c3ccccc3)CC2)c1
(2) COC(=O)C[C@H]1c2cc(F)ccc2S(=O)(=O)N1C(C)C
(3) CC(C)C(OC(=O)C1=Cc2ccccc2OC1)C(=O)NCC1CCCO1 (centres undefined)
(4) CCOC(=O)C1=C(c2ccccc2)N2CCS(=O)(=O)N=C2S1
(5) CCOC(=O)Cc1csc(NS(=O)(=O)c2ccc([N+](=O)[O-])cc2)n1
(6) CCOc1ccc(NC(=O)NCC2CCN(c3ccc(OC)cc3)C2)cc1 (centres undefined)
(7) CC(N=Cc1nc(-c2ccccc2)oc1O)c1ccccc1 (centres undefined)
(8) O=S1(=O)CCOCCCN1Cc1ccccc1Br
screen / no.	1	2	3	4	5	6	7	8
aSyn rescue	5%	-8%	-36%[inhibitor]	-4%	0%	-1%	-10%	10%
EPAC1 agonist	-2%	15%	3%	-2%	6%	6%	-2%	-9%
EPAC1 antag	-6%	10%	-16%	6%	4%	-2%	-27%	6%
FUS yeast rescue	-6%	-11%	17%	-11%	14%	5%	32%	-16%
TDP43 rescue	?	7%	-13%	-6%	14%	-3%	13µM*	-5%
EPAC2 antagonist	-1%	6%	-3%	16%	-1%	-10%	-11%	-9%
EPAC2 agonist	2%	0%	-16%	5%	4%	7%	12%	-1%
PTHR1 ag	-34%[inhibitor]	i	-10%	i	-4%	-35%[inhibitor]	-69%[inhibitor][57.5 µM]	-18%

(9) CC(=O)Nc1ccc(NC(=O)CC2SC(=O)N(CC(=O)c3ccccc3)C2=O)cc1 (centres undefined)
(10) COc1cccc(CNC(=O)CCNS(=O)(=O)c2ccc3[nH]c(=O)oc3c2)c1
(11) COc1cccc(OC)c1CN1CCCC(C(=O)c2ccccc2SC)C1 (centres undefined)
(12) O=C1CC[C@H](O)CCN1CCSc1ccc(Br)cc1
(13) C/C(CCc1ccc2c(c1)OCO2)=N\NC(=O)c1ccccc1Cl
(14) CN(C(=O)COc1ccc(Cl)cc1)C1(C)CCS(=O)(=O)C1 (centres undefined)
(15) Oc1ccccc1-c1nc2ccc(Cl)cn2c1Nc1ccc2c(c1)OCCO2
(16) Nc1nc(NC2CCCC2)cc(=O)[nH]1
screen / no.	9	10	11	12	13	14	15	16
aSyn rescue	-1%	2%	3%	2%	0%	5%	-3%	0%
EPAC1 agonist	-11%	-17%	0%	0%	-8%	9%	nt	-11%
EPAC1 antag	-19%	?	-6%	8%	17%	-7%	nt	-12%
FUS yeast rescue	15%	-3%&2%	18%	-9%	2%	-11%	-11%	5%
TDP43 rescue	-2%	0%	-8%[0.397 µM]	-2%	18%	-1%	11%	9%
EPAC2 antagonist	0%	-7%	4%	-4%	4%	1%	nt	17%
EPAC2 agonist	-1%	-12%	2%	0%	-6%	3%	nt	7%
PTHR1 ag	-4%	1%	-6%	-22%	i	i	i	i

(17) CCOCCCNC(=O)CN1C(=O)NC(Cc2c[nH]c3ccccc23)C1=O (centres undefined)
(18) Cc1ccc(C)c(N2CCN(C(=O)CCc3nc(-c4cccc(C(F)(F)F)c4)no3)CC2)c1
(19) Cc1ccc(-c2c(C(=O)N/N=C/c3ccoc3)nnn2-c2nonc2N)cc1
(20) CC1CCCCN1Cc1c(O)ccc2c(=O)c(-c3ccc(Cl)cc3Cl)coc12 (centres undefined)
(21) CC(=O)OC1CSc2nc3ccccc3n2C1 (centres undefined)
(22) CN(Cc1ccccc1)C(=O)C(=O)c1ccccc1
(23) Cc1nn(-c2ncc(C(F)(F)F)cc2Cl)c(=O)n1-c1ccccc1F
(24) Cn1c(C(=O)c2ccccc2[N+](=O)[O-])nc2ccccc21
screen / no.	17	18	19	20	21	22	23	24
aSyn rescue	0%	9%	-5%	3%	-2%	-1%	2%	15%
EPAC1 agonist	7%	-10%	-6%	10%	8%	7%	-9%	-1%
EPAC1 antag	-15%	-9%	-30%	4%	-2%	-4%	9%	-6%
FUS yeast rescue	5%	31%	35%	-16%	10%	-4%	17%	2%
TDP43 rescue	-1%	24%	-21%	8%	-12%	?	11%	28%
EPAC2 antagonist	-1%	-21%	8%	4%	3%	-19%	0%	5%
EPAC2 agonist	4%	6%	7%	14%	4%	-2%	0%	3%
PTHR1 ag	i	-20%	-11%	-15%	i	4%	-29%	-12%

(25) Nc1nccnc1C(=O)OCC(=O)c1ccc[nH]1
(26) COC(=O)[C@@]12C[C@@H](CC(=O)NCc3ccccc3)C(=O)N(Cc3ccccc3)C1=CCC(C)(C)C2
(27) Cn1cc(CN2CCC(n3nccc3NC(=O)c3ccccc3Cl)CC2)cn1
(28) O=c1[nH]c2cc(Cl)ccc2n(CCNc2ncc(C(F)(F)F)cc2Cl)c1=O
(29) CCCCCN(C(=O)CCC(=O)OCc1cccc(C)c1)c1c(N)n(CCCC)c(=O)[nH]c1=O
(30) CCCNc1nc2nc3ccccn3c(=O)c2cc1C(=O)NCCN1CCOCC1
(31) CC(C)NC(=O)NC(=O)CSc1nnc(COc2ccccc2Cl)o1
(32) CCOC(=O)N1CCN(c2c(NCCCN3CCCCCC3)c(=O)c2=O)CC1
screen / no.	25	26	27	28	29	30	31	32
aSyn rescue	0%	13%	2%	-1%	2%	-2%	8%	0%
EPAC1 agonist	2%	-10%	-6%	0%	-14%	1%	3%	6%
EPAC1 antag	-2%	-21%	11%	?	11%	-4%	13%	1%
FUS yeast rescue	27%	?	nt	nt	16%	5%	0%	1%
TDP43 rescue	13%	14%	14%	-8%	-2%	-18%	17%	30%
EPAC2 antagonist	0%	-18%	16%	-12%	23%	-3%	3%	8%
EPAC2 agonist	-2%	11%	5%	0%	-11%	0%	-10%	4%
PTHR1 ag	i	-40%[inhibitor]	i	25%	-19%	i	-11%	-24%

Carrying on:
Values run as follows: aSyn rescue	EPAC1 agonist	EPAC1 antag	FUS yeast rescue	TDP43 rescue	EPAC2 antagonist	EPAC2 agonist	PTHR1 ag
33	O=C(c1cn(-c2ccccc2)nc1-c1cccs1)N1CCN(c2ccccc2)CC1
    15%	18%	-14%	26%	?	-8%	22%	25%[57.5 µM]
34	C=CCn1c(=N)n(CC(=O)O)c2ccccc21
    5%	2%	11%	-25%	10%	10%	-8%	i
35	COc1ccc(S(=O)(=O)N(C)C[C@H]2OCc3cnnn3CCCC(=O)N([C@@H](C)CO)C[C@H]2C)cc1
    4%	-9%	14%	-7%	nt	-12%	-9%	-8%
36	CC1CCCCC1NC(=O)c1cc2c(=O)n3ccccc3nc2n1C (centres undefined)
    1%	6%	-16%	-30%	13%	?	-9%	-94%[inhibitor]
37	Cc1ccc(-c2ccc(SCC(=O)NC3CCCC3)nn2)cc1
    -2%	-1%	-1%	nt	6%	4%	9%	-7%
38	CCCCn1c(O)c(/C=C2\C=NN=C2c2ccccc2)sc1=S
    11%	-13%	14%	2%	14%	5%	-17%	i
39	COc1ccc(C2=NS(=O)(=O)N(C)C(C(=O)NCc3ccccn3)=C2)cc1
    3%	-2%	14%	-5%	2%	20%	2%	-28%
40	Cc1ccc(NC(=O)c2cc(-c3cc(Cl)ccc3O)n[nH]2)cc1C
    1%	-2%	5%	13%	18%	-2%	-2%	-3%
41	CC1(c2ccc([N+](=O)[O-])c(CS(=O)(=O)c3ccccc3)c2)OCCO1
    8%	-3%	-3%	-11%	30%	-1%	-4%	-9%
42	CCN(CC)S(=O)(=O)c1ccc(C(=O)N2CCN(c3ncccn3)CC2)cc1
    -2%	-2%	-17%	24%	-9%	2%	8%	-3%
43	COc1ccccc1C(CNC(=O)c1cccc(S(=O)(=O)N2CCCc3ccccc32)c1)N(C)C (centres undefined)
    6%	10%	-9%	nt	17%	-3%	-7%	i
44	COc1ccc(C(C)=O)cc1CSc1nc(C)cc(C)n1
    -2%	7%	-19%	8%	14%	-11%	2%	-9%
45	CCC(=O)N(Cc1cc(=O)[nH]c2ccccc12)c1ccccc1
    1%	3%	-21%	2%	-13%	-5%	8%	-58%[inhibitor]
46	Cc1ccc(NC(=O)CN(C)C(=O)Cc2ccc3c(c2)CCC3)cc1
    12%	-3%	2%	13%	?	17%	-1%	-13%
47	O=C(CSc1n[nH]c(-c2ccccc2)n1)Nc1ccc(N2CCOCC2)cc1
    -21%	-3%	-11%	5%	-11%	7%	14%	-15%
48	COc1cc(C(=O)N/C(=C\c2cn(C)c3ccccc23)C(=O)NCCN2CCOCC2)cc(OC)c1OC
    -7%	4%	-7%	18%	1%	-3%	4%	i

Screening data (PubChem BioAssay)

An excerpt; the hit share may differ from the screen's.
